# Compound activity deposited in PubChem by several laboratories.
# STK33 kinase inh = human STK33 kinase inhibition. actives 0.073% (n = 320,000). purified STK33, MBP phosphorylation, ADP-Glo luminescence. inhibition, % at 10 µM;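 active means inhibition at or above 25%, using the most active replicate where run in duplicate; inactive means inhibition below 25%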
# Target sequence (Q9BYT3 whole entry, looked up): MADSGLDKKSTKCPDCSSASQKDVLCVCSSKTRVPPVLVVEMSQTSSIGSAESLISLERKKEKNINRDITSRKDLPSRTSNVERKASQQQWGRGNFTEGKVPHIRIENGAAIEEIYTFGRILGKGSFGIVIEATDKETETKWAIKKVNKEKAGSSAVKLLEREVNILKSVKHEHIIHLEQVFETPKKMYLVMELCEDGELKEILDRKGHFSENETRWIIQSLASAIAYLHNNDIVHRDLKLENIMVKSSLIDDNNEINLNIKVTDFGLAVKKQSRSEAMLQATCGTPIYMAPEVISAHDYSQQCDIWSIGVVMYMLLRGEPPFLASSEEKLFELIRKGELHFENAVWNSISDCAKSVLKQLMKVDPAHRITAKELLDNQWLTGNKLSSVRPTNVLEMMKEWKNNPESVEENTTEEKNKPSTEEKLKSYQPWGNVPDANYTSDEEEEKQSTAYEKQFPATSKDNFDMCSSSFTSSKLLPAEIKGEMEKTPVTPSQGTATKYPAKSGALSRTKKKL
# OX1R antag = blocks the human orexin 1 receptor; O43613; OX1R-expressing cells, FRET antagonist read-out; inhibition, % at 6.6 µM; actives 1.8% (n = 330,000); in the data active means inhibition mostly above about 38%, no sharp cut-off; inactive means mostly below about 40%;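 further: 0% = agonist challenge alone and 100% = reference antagonist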
# Target sequence (O43613 whole entry, looked up): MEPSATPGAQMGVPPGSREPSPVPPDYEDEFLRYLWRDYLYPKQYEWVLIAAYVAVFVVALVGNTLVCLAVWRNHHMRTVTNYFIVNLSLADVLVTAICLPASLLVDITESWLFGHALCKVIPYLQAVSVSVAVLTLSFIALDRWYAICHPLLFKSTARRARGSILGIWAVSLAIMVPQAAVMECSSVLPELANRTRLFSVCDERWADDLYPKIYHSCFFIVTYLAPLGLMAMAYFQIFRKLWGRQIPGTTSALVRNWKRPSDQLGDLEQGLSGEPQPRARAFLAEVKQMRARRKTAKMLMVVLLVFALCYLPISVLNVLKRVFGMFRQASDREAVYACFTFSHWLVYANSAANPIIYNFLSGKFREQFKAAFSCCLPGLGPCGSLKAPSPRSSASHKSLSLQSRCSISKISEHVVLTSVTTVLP
# Numbers without * were called inactive; x = no result given.
Molecule,STK33 kinase inh,OX1R antag
COc1ccccc1CCC(=O)OCC(=O)Nc1cc(C)nn1-c1ccccc1,-1.0,12.3
O=C(COC(=O)/C=C/c1ccccc1Cl)NCCNC(=O)COC(=O)/C=C/c1ccccc1Cl,-0.3,17.7
COc1cc(-c2nnc(CSc3nnc(N)s3)o2)cc(OC)c1OC,-0.5,12.9
CCN(CC)Cc1nc2c(c(=O)[nH]1)C1(CCCC1)Cc1ccccc1-2,6.3,8.8
O=C(O)c1cc2c(s1)-c1ccccc1OC2,x,23.0
Cc1ccc2oc(=O)n(CC(=O)c3ccc(F)cc3)c2c1,0.3,-1.3
O=C(c1cc(Cl)ccc1Cl)N1CCN(Cc2ccccc2)CC1,-0.1,x
CCN(C(=O)CSc1nc2ccccc2c(=O)n1-c1ccc(C)cc1)C1CCS(=O)(=O)C1 (stereo not drawn),-1.1,18.0
C/C(=N\Nc1cc(N2CCOCC2)nc(C)n1)c1cccc([N+](=O)[O-])c1,-1.3,33.4
CSCC[C@H](NC(=O)C1=NN(c2c(F)c(F)cc(F)c2F)C(=O)CC1)c1nc2ccccc2[nH]1,-1.9,9.6
O=C(CCNS(=O)(=O)c1ccccc1F)OCc1ccccc1Cl,-0.2,2.3
CCCC(CCC)C(=O)OC1C[C@H]2CC[C@@H](C1)[N+]2(C)C (stereo partly drawn),-0.8,8.3
CCN(C(=O)COC(=O)c1cccnc1SC)C1CCS(=O)(=O)C1 (stereo not drawn),-1.0,11.4
COc1cc(/C=N/NC(=O)COc2cccc(F)c2)ccc1OS(=O)(=O)c1ccc(C)cc1,-1.6,5.2
COC(=O)c1oc2nc(C)cc(C)c2c1N,-0.7,21.1
Fc1ccc(/C=N/NC(=S)Nc2ccc(Cl)cc2Cl)cc1,-2.1,1.1
COc1ccc(-n2c(=O)c3c4c(sc3n(CC(=O)Nc3cc(C)[nH]n3)c2=O)CCC4)c(OC)c1,-0.7,10.8
COc1ccc(-c2ccc(SCC(=O)N3CCOCC3)nn2)cc1,-1.8,18.2
CC1CCN(CCCNC(=O)COc2cc(=O)n(C)c3ccccc23)CC1,-0.8,8.9
COC(=O)c1ccc(CSc2nc3c(cnn3-c3ccccc3)c(=O)[nH]2)o1,0.9,54.6*

# Next part:
Molecule,STK33 kinase inh,OX1R antag
CCOc1ccc2c(c1)C(C)=CC(C)(C)N2C(=O)Nc1ccccc1,-0.1,26.6
CCC1=NN2C(=N)/C(=C\c3cccn3-c3c(C)cccc3C)C(=O)N=C2S1,-1.0,15.7
CCOC(=O)C(C(=O)NCc1ccc(C)cc1)c1ncc(C(F)(F)F)cc1Cl (stereo not drawn),-2.9,29.6
O=C(NCC(c1ccco1)N1CCCC1)c1cc2ccccc2s1 (stereo not drawn),0.0,1.5
Cc1nn(Cc2ccc([N+](=O)[O-])cc2)c(=O)n1-c1c(F)cccc1F,0.4,10.3
CC(C)n1cc(CN2CCC(Oc3ccc(C(=O)N4CCCC4)cc3)CC2)cn1,-0.6,22.6
COc1ccc(-c2coc3c(CN4CCCCC4C)c(O)ccc3c2=O)cc1 (stereo not drawn),-1.3,-2.9
CC1=NN(c2ccccc2)C(=O)C1/C=C1\NC(=S)NC1=O (stereo not drawn),-1.2,36.6
COc1ccc([C@H]2CC(=O)C=C(/C=C/c3ccccc3)C2)cc1OC,0.6,7.0
Cc1c(NS(=O)(=O)c2cc(NC(=O)CCN3CCCC(C)C3)ccc2Cl)c(=O)n(-c2ccccc2)n1C (stereo not drawn),-0.6,11.0
Nc1c(Cl)cc(-c2csc(N3CCCC3c3nc4cc(Cl)c(N5CCCCC5)cc4n3CCOCCO)n2)cc1Cl (stereo not drawn),-2.0,7.1
O=C(N/N=C/c1ccnc2ccccc12)c1ccccc1O,1.4,x
COc1ccc(S(=O)(=O)NCCc2ccco2)cc1OC,-0.7,-2.1
O=C(NCCN1CCN(c2ccccc2F)CC1)C1CC(=O)N(C2CCCC2)C1 (stereo not drawn),1.2,1.9
O=C(N/N=C/C=C/c1ccccc1)c1cccnc1,0.5,39.9
COc1cccc(C2CC(c3ccc(C)cc3)n3nc(N)nc3N2)c1 (stereo not drawn),-1.0,2.5
COCCNc1nnc(SCC(=O)Nc2cc(C)on2)s1,0.1,0.2
COc1ncccc1-c1nnn(-c2ccccc2)n1,-0.6,13.0
COc1cccc(-c2cc(C(=O)Nc3ccc([N+](=O)[O-])cn3)c3ccccc3n2)c1,0.0,17.9
NC(=O)c1nsc(C(=O)N(c2ccccc2)C(C(=O)NCc2ccc(F)cc2)c2ccc(O)cc2)c1N (stereo not drawn),0.1,41.9

# Record cards, from the list above. Values in the order: STK33 kinase inh | OX1R antag
# `COCCNc1nnc(SCC(=O)Nc2cc(C)on2)s1` in the list: 0.1 | 0.2
# `Cc1c(NS(=O)(=O)c2cc(NC(=O)CCN3CCCC(C)C3)ccc2Cl)c(=O)n(-c2ccccc2)n1C` (stereo not drawn) in the list: -0.6 | 11.0
# `COc1ccc([C@H]2CC(=O)C=C(/C=C/c3ccccc3)C2)cc1OC` in the list: 0.6 | 7.0
# `NC(=O)c1nsc(C(=O)N(c2ccccc2)C(C(=O)NCc2ccc(F)cc2)c2ccc(O)cc2)c1N` (stereo not drawn) in the list: 0.1 | 41.9

# (listing goes on)
compound,STK33 kinase inh,OX1R antag
Cc1ccccc1-c1nc(CN2CCC(C(=O)NCCCN3CCCC(C)C3)CC2)c(C)o1 (stereo not drawn),-0.2,7.7
Cc1ccc(NC(=O)C2CCCN(c3ncccn3)C2)cc1C (stereo not drawn),-3.0,35.6
CCN(CC)CCCNc1nc(C)cc(COC)c1C#N,-1.4,12.0
COc1ccc(C2CC(c3ccccc3)Nc3nc(NS(C)(=O)=O)nn32)cc1 (stereo not drawn),-1.1,13.2
COc1ccccc1C(=O)N1CCC(C(=O)c2ccc(F)cc2)CC1,-0.8,8.5
COc1cc(NC(=O)CSc2nnc3c(C)cc4cc(C)cc(C)c4n23)c(C(=O)O)cc1OC,-1.6,14.5
COc1cccc([C@@H]2CC=C(C(=O)O)[C@H](c3ccc(Cl)cc3)N2S(=O)(=O)c2ccc(C)cc2)c1,-1.8,41.8
CCCc1nc(NC(=O)c2ccccc2)nc(NC(=O)c2ccccc2)n1,-1.7,10.4
CC(NS(C)(=O)=O)C(c1cccs1)N1CCN(c2ccccc2F)CC1 (stereo not drawn),-1.5,9.7
CC(C)(C)OC(=O)C(Cc1ccc(OC(C)(C)C)cc1)NC(=O)CNC(=O)CNC(=O)OCc1ccccc1 (stereo not drawn),-0.1,0.4
COc1ccccc1C(=O)COC(=O)CN1C(=O)c2ccccc2C1=O,-1.1,21.0
C[C@@H]1C(c2ccccc2)=NN(c2ccc(Br)cc2)[C@H]1C(=O)N1CCOC1=O,x,7.1
CCOC(=O)CN1C(=O)N[C@@H](c2cccc(C(F)(F)F)c2)[C@@H](C(=O)OC)[C@H]1C,-0.5,1.9
Cc1cc(C(=O)Nc2cccc([N+](=O)[O-])c2)c(C)o1,1.6,20.5
CCc1ccc(C2CC(c3ccccc3C)n3nc(N)nc3N2)cc1 (stereo not drawn),-2.7,21.8
O=C(NC1CCCCNC1=O)c1ccc(Cl)cc1 (stereo not drawn),0.2,5.4
O=C(CNC(=O)c1ccccc1F)OCCCOC(=O)CNC(=O)c1ccccc1F,-1.3,2.5
Cc1ccc(NS(=O)(=O)c2ccc(Br)cc2)nc1,-0.3,16.3
CC(=O)c1c(C)[nH]c(C(=O)Nc2cccc(S(=O)(=O)N3CCOCC3)c2)c1C,0.3,6.1
COc1ccc(C)cc1-n1nnnc1SCC(=O)N1CCC(C(=O)Nc2nccs2)CC1,-0.4,16.2

# More entries.
compound,STK33 kinase inh,OX1R antag
CCCS(=O)(=O)N1CCN(C(=O)COc2ccccc2)CC1,-2.8,8.7
Cc1ccc(C)c2[nH]c(=O)c(CCNC(=O)c3cc4ccccc4o3)cc12,-0.3,18.5
CS(=O)(=O)N1CCC(C(=O)Nc2ccc3c(c2)OCCO3)CC1,-1.5,3.4
C=CCOC(=O)C1=C(C)OC(N)=C(C#N)C1c1ccccc1F (stereo not drawn),1.8,24.9
CCn1c(/C=C2\C(=O)Nc3ccccc32)nc2ccccc2c1=O,2.3,26.0
CCc1cc2c(=O)c(-c3ccc4c(c3)OCO4)coc2c(CN(C)C)c1O,-1.1,4.4
COCCN1C(=O)N[C@@H](c2cccs2)C(C(C)=O)=C1C,-0.6,35.2
CCCCN(C(=O)NC(=O)Nc1ccccc1C)S(C)(=O)=O,-0.4,27.7
COc1cc(-c2noc(CCCC(=O)NCc3ccccc3)n2)cc(OC)c1OC,0.2,3.1
CC(Nc1nc(N2CCN(S(C)(=O)=O)CC2)nc2ccccc12)c1ccccc1 (stereo not drawn),-2.1,22.2
CCCN=C1N(C)C[C@@H]2[C@@H]3C(=O)N(C)C(=O)[C@@H]3[C@](C)(C(=O)OC)N12,x,0.8
O=C(NCCCn1ccnc1)Nc1cccc(Cl)c1,0.3,7.5
O=C(NC(=S)Nc1ccccn1)c1cccc([N+](=O)[O-])c1,-1.1,27.2
Cc1cc(NS(=O)(=O)c2ccc(NC(=O)/C=C/c3ccccc3)cc2)no1,0.6,7.7
CCc1cccc2c(C(=O)CN3C(=O)NC(C)(c4cccc5ccccc45)C3=O)c[nH]c12 (stereo not drawn),-0.6,36.9
Cc1cc(C)cc(-n2nnn(C3C/C(=N/NC(N)=S)C4OCC3O4)c2=S)c1 (stereo not drawn),-1.4,3.8
CCN(CCCNC(=O)CCC(=O)N1CCOc2ccccc21)Cc1ccccc1,0.2,10.2
Nc1nc(CSC(=S)N2CCN(c3ccccc3)CC2)nc(Nc2ccc(F)cc2)n1,-0.9,24.8
CCOc1ccc(C(=O)COC(=O)c2cc(=O)[nH]c3ccccc23)cc1,-0.8,16.6
O=C(/C=C/c1ccc(OCCCF)cc1)Nc1ccnc(-c2cccnc2)n1,-0.5,27.6

# Carrying on:
compound,STK33 kinase inh,OX1R antag
CN(c1ccc(Br)cc1)S(=O)(=O)c1ccc2[nH]cc(C(=O)NCCN3CCOCC3)c(=O)c2c1,-0.4,2.2
COc1cc(/C=N/NC(=O)C2=NNC(=O)C2C)ccc1O (stereo not drawn),-3.1,6.5
O=C(C1CCN(Cc2cn[nH]c2-c2ccc(F)cc2F)CC1)N1CCOCC1,-3.4,11.1
CC[C@]12c3[nH]c4cc(CCC(=O)N(C)C)ccc4c3CCN1C(=O)[C@@H](CC(=O)NCC13CC4CC(CC(C4)C1)C3)C[C@@H]2C(=O)N1CCN(C(=O)c2ccco2)CC1,x,6.2
CCCCN=C1NN=C(c2ccc(C)c(C)c2)CS1,0.1,2.6
Cc1cccc(N=C2NC(=O)S/C2=C\c2ccco2)c1,-0.1,30.7
CN(Cc1ccccc1)C(=O)CN1C(=O)c2ccc([N+](=O)[O-])cc2C1=O,7.2,69.7*
CN(C)c1cccc(C(=O)NCc2ccccc2Cl)c1,1.0,20.3
COc1cccc(/C=C/C(=O)OCC(=O)N2CCN(c3ccccc3)CC2)c1,0.6,4.7
CCCCN(CC)CCCNC(=S)Nc1ccc2nc(N3CCN(CC)CC3)cc(C)c2c1,0.7,13.8
O=C1C(=Cc2ccc(Br)o2)C(=O)c2ccccc21,4.7,12.1
CCOc1cc(/C=C2\SC(=N)N(c3nccs3)C2=O)ccc1OCCN1CCOCC1,2.2,23.4
O=C(Nc1ccc2c(c1)Cc1ccccc1-2)c1cc2ccccc2o1,1.1,12.5
Cc1ccccc1C1=NC(C(F)(F)F)(C(F)(F)F)c2c(n(C)c(=O)n(C)c2=O)N1,-0.2,18.1
C=CC[C@@H](CC(=O)N(CCO)Cc1ccccc1)C(=O)N[C@@H](COC(=O)[C@@H](CC=C)Cc1ccc(F)cc1)Cc1ccccc1,0.5,9.0
COc1ccc(NC(=O)C2=C(C)NC(=O)NC2c2ccccc2[N+](=O)[O-])cc1 (stereo not drawn),0.3,25.8
COCCCNC(=O)c1ccc(Cn2c(=O)c3ccccc3n(CC(=O)NCCc3ccc(OC)c(OC)c3)c2=O)cc1,0.0,19.2
CC(/C=N/NC(=O)Cn1nnc(N)n1)=C\c1ccc(C(C)C)cc1,-1.1,11.0
CCc1ncc(C)[nH]1,-0.3,8.6
COC(=O)Nc1ccc(S(=O)(=O)N2CCCCC2C(=O)NCc2ccco2)cc1 (stereo not drawn),0.6,11.6

# (continued)
compound,STK33 kinase inh,OX1R antag
CCC1CCCCN1C(=O)COC(=O)CN(C)S(=O)(=O)c1ccc(NC(C)=O)cc1 (stereo not drawn),-1.0,18.7
O=c1c(Cc2ccc(Cl)cc2Cl)c(O)ccn1CCCN1CCOCC1,-0.8,3.0
CCCCc1nc2cc(C(=O)NC(C)c3cnn(C)c3)ccc2o1 (stereo not drawn),-1.0,9.5
c1ccc(C2CC3CC(c4ccccc4)N2O3)cc1 (stereo not drawn),-1.5,12.1
Cc1nc2ccccc2nc1SCC(=O)N1CCC(C)CC1,-0.9,7.6
COc1cccc(C(=O)N2CCN(Cc3cn[nH]c3-c3ccc(F)cc3F)CC2)c1,-1.0,25.6
Cc1cc(O)c(/C=N/Nc2ccccc2)c(=O)o1,-2.7,16.8
CN(C)CCN(C(=O)c1ccccc1Cl)c1nc2c(Cl)cccc2s1,-0.3,3.5

# Taken from above.
# O=c1c(Cc2ccc(Cl)cc2Cl)c(O)ccn1CCCN1CCOCC1 | OX1R antag: 3.0
# Cc1nc2ccccc2nc1SCC(=O)N1CCC(C)CC1 | OX1R antag: 7.6
# COc1cccc(C(=O)N2CCN(Cc3cn[nH]c3-c3ccc(F)cc3F)CC2)c1 | STK33 kinase inh: -1.0
# CN(C)CCN(C(=O)c1ccccc1Cl)c1nc2c(Cl)cccc2s1 | STK33 kinase inh: -0.3
# c1ccc(C2CC3CC(c4ccccc4)N2O3)cc1 (stereo not drawn) | OX1R antag: 12.1
# CCC1CCCCN1C(=O)COC(=O)CN(C)S(=O)(=O)c1ccc(NC(C)=O)cc1 (stereo not drawn) | STK33 kinase inh: -1.0
# Cc1cc(O)c(/C=N/Nc2ccccc2)c(=O)o1 | OX1R antag: 16.8
